# Yeast growth tox: Compounds toxic to wild-type S. cerevisiae growth; A595 turbidity, 16 h; growth inhibition, % at 25 µM (by protocol); actives 0.3% (n = 30,000); AID 685;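 active = mutant and wild-type yeast strains alike exhibit over 30% growth inhibition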;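 note: 0% = untreated cell controls and 100% = YPD media blanks without cells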
#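 Schedule: 16 h growth with compound, 30 °C. System: yeast, wild-type or eIF2Bepsilon-R284H mutant. Doses: one dose, 25 µM compound[…]. Buffer or medium: YPD. Signal: turbidity measured as absorbance at 595 nm. Read-out basis: growth inhibition (%) versus cell controls and blanks.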
# Yeast eIF2B: eIF2B (yeast) activity modulation; S. cerevisiae eIF2B-epsilon R284H, GCN4-lacZ luminescence; inhibition, % at 25 µM (by protocol); actives 0.91% (n = 27,000); AID 688;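 active = mutant luminescence inhibited past about 50% while wild type luminescence and mutant growth stay under set limits, limit read from the data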; note: some compounds called inactive have numbers as strong as hits
#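 Assay system: yeast eIF2B-epsilon R284H mutant carrying GCN4–beta-galactosidase fusion / Buffer or medium: YPD / Incubation: 16 h growth with compound at 30 °C, 90 min Beta-Glo step / Detection: Beta-Glo luminescence after Z-buffer lysis, growth by 595 nm absorbance / Read-out: % inhibition of reporter signal and growth versus controls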
# Yeast growth tox inhibition %: second read-out of Yeast growth tox, no call of its own (marks repeat the call); growth inhibition, %; S. cerevisiae eIF2Bepsilon-R284H mutant growth, A595 turbidity, 16 h;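 each compound tested once at 25 µM; 0% equals untreated cells and 100% equals cell-free medium blanks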
# Yeast eIF2B mutant toxicity: second read-out of Yeast eIF2B, no call of its own (marks repeat the call); growth inhibition, %; measured here: mutant yeast growth, toxicity;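 each compound tested once at 25 µM; zero equals untreated control growth and 100 equals blank medium absorbance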
# The depositor's hits bear a star; nt = not tested or not shown.
1. CSCCC(C(=O)Nc1ccc2c(c1)OCO2)N1C(=O)c2ccccc2C1=O (stereo not drawn)
2. CC1=CC(C)(C)N(C(=O)CN2C(=O)c3ccccc3C2=O)c2ccc(C)cc21
3. O=C(Nc1ccon1)c1cc2c(s1)CCCCCC2
4. CN(C)C(=O)c1snnc1-c1ccccc1
5. O=c1c2ccccc2sn1-c1cc(S(=O)(=O)N2CCOCC2)ccc1N1CCCC1
6. Clc1ccc2noc(-c3ccccc3)c2c1

Assay by compound	1	2	3	4	5	6
Yeast growth tox	5.9	14.0	12.9	-10.8	2.4	8.9
Yeast growth tox inhibition %	-4.5	16.7	8.7	17.5	9.3	16.2
Yeast eIF2B	-10.0	-5.6	12.6	0.4	nt	6.9
Yeast eIF2B mutant toxicity	-4.5	16.7	8.7	17.5	nt	16.2

7. O=C(CN1CCC(n2nnc3cc(F)ccc32)CC1)NCCc1nc2ccccc2[nH]1
8. CSc1nnc(-c2cccc(C)c2)n1N
9. O=C(O)c1[nH]c2ccccc2c1NS(=O)(=O)Cc1ccccc1
10. COc1ccc(-c2cn(/N=C/c3ccc(Cl)cc3Cl)c(N)n2)cc1
11. COc1ccccc1OCc1ccc(C(=O)NCCN(C)C)o1
12. CCOc1ccc(NC(=O)N2CCC(n3nnc4cc(C)ccc43)CC2)cc1

Assay by compound	7	8	9	10	11	12
Yeast growth tox	-27.0	5.5	11.7	17.8	2.3	4.2
Yeast growth tox inhibition %	-7.1	-19.1	17.2	12.1	8.1	-4.5
Yeast eIF2B	nt	-15.5	10.8	12.9	nt	-3.0
Yeast eIF2B mutant toxicity	nt	-19.1	17.2	12.1	nt	-4.5

13. Cn1c(=O)c2c(nc(N3CCOCC3)n2Cc2c(F)cccc2Cl)n(C)c1=O
14. COc1ccc(CN/C=C2\CCCCC2=O)cc1
15. O=C(NCC1CCCO1)NC1CCCCC1 (stereo not drawn)
16. COc1ccc(-c2cc(C(F)(F)F)nc(-n3cc(Br)cn3)n2)cc1
17. CCOc1ccccc1-n1c(SCC(N)=O)nnc1-c1ccco1
18. CCOc1ccc(N2Nc3n[nH]c(N)c3N2)cc1

Assay by compound	13	14	15	16	17	18
Yeast growth tox	13.2	-3.1	2.7	-3.1	6.9	-5.1
Yeast growth tox inhibition %	20.0	6.7	-12.5	2.3	13.8	-12.5
Yeast eIF2B	13.6	4.9	9.6	nt	12.9	-1.6
Yeast eIF2B mutant toxicity	20.0	6.7	-12.5	nt	13.8	-12.5

19. CCN(CC)CCCN(Cc1cc2cc(OC)c(OC)cc2[nH]c1=O)C(=O)Nc1ccccc1
20. CCN1CCN(CC(O)COc2ccc(Cl)cc2)CC1 (stereo not drawn)
21. Cc1ccc2[nH]c(=O)c(C3C(C#N)=C(N)Oc4c3ccc3cccnc43)cc2c1 (stereo not drawn)
22. CS(=O)(=O)N(CC(=O)O)c1ccc(Oc2ccccc2)cc1
23. C=CCn1c(COc2ccccc2F)nnc1SCC(=O)Nc1cc2oc3ccccc3c2cc1OC
24. CCc1ccc(NC(=O)N(CCCN2CCOCC2)C(C)c2cc3cccc(OC)c3o2)cc1 (stereo not drawn)

Assay by compound	19	20	21	22	23	24
Yeast growth tox	4.1	9.2	25.5	14.5	15.7	-3.5
Yeast growth tox inhibition %	12.8	13.9	4.3	9.1	-9.5	3.6
Yeast eIF2B	nt	22.5	nt	21.6	17.4	24.3
Yeast eIF2B mutant toxicity	nt	13.9	nt	9.1	-9.5	3.6

25. O=C(CSc1nnc(-c2ccco2)o1)NC(=O)Cc1ccccc1
26. COc1ccccc1-c1nc(NC(C)=O)n[nH]1
27. CCCCCC(=O)Nc1ccc(N2CCN(C(=O)c3ccccc3)CC2)cc1
28. O=C(NCc1ccco1)c1cnn2c(C(F)F)cc(-c3ccccc3)nc12
29. Cc1ccc(Cn2nnc3c(=O)[nH]c(C4CCN(C(=O)Cc5cccs5)CC4)nc32)cc1
30. O=C(NCc1ccccc1)C(c1ccco1)N(C(=O)c1cnccn1)c1ccc(F)cc1 (stereo not drawn)

Assay by compound	25	26	27	28	29	30
Yeast growth tox	7.8	-15.6	17.2	-57.8	3.2	31.2
Yeast growth tox inhibition %	3.6	-4.5	-3.0	-26.8	-9.5	0.0
Yeast eIF2B	23.9	31.0	-1.4	nt	-22.2	19.3
Yeast eIF2B mutant toxicity	3.6	-4.5	-3.0	nt	-9.5	nt

31. Nc1cc(=O)[nH]c(SCc2ccc(Cl)cc2)n1
32. Cc1cc(=O)oc(C)c1C(=O)NCC1COc2ccccc2O1 (stereo not drawn)
33. Cc1ccc(CNC(=O)CCc2nc3ccccc3c(=O)[nH]2)cc1
34. CCOC(=O)Cn1c(=O)c2c(nc3n2CCN3c2ccc(C)cc2)n(C)c1=O
35. CCCCc1cc(=O)oc2c(CN3CCCC3)c(O)ccc12
36. CCC(C)(C)n1nnnc1C(C(C)C)N1CCC(C(N)=O)CC1 (stereo not drawn)

Assay by compound	31	32	33	34	35	36
Yeast growth tox	3.5	-10.6	-12.0	10.4	3.8	nt
Yeast growth tox inhibition %	7.7	3.2	3.2	13.8	0.0	nt
Yeast eIF2B	nt	-8.3	-14.6	-21.5	-15.2	25.0
Yeast eIF2B mutant toxicity	nt	3.2	3.2	13.8	nt	nt

37. CCn1c(SCC(=O)Nc2nc(C)c(C)s2)nc2cccnc21
38. COc1ccc(OC)c(NC(=O)Cn2c(CCC(=O)O)ccc2-c2cccs2)c1
39. COc1cc(C)c(Cl)c(C)c1S(=O)(=O)NCc1cccnc1
40. COc1ccc(NC(=O)Cn2nc3n(c2=S)CCC3)cc1
41. CCOc1nc(NCCO)nc(NCCC2=CCCCC2)n1
42. c1ccc(-c2csc(NNC3=NCCCCC3)n2)cc1

Assay by compound	37	38	39	40	41	42
Yeast growth tox	17.1	22.9	14.8	12.6	4.3	-22.1
Yeast growth tox inhibition %	3.9	26.1	12.8	6.9	-4.3	-23.1
Yeast eIF2B	-50.0	-6.9	24.2	12.7	23.5	nt
Yeast eIF2B mutant toxicity	3.9	26.1	12.8	6.9	-4.3	nt

43. O=C(CCNC(=O)Cn1ccc2ccccc2c1=O)NCCN1CCN(c2cccc(Cl)c2)CC1
44. CCOc1cc2c(C#N)c(N3CCCCC3)nc(N)c2c(N)n1
45. CCn1c(SCC(=O)NCc2ccccc2)nnc1-c1ccccc1O
46. Oc1ccccc1CNc1ccc(Br)cn1
47. CC(C)(C)NC(=O)c1ccc(COc2ccccc2Br)o1
48. Cc1ccc(CSc2nnc(-c3cccnc3)o2)cc1

Assay by compound	43	44	45	46	47	48
Yeast growth tox	-6.2	40.3	9.0	36.5	0.4	8.6
Yeast growth tox inhibition %	-18.2	9.3	-26.7	0.0	19.0	12.5
Yeast eIF2B	19.5	nt	nt	2.0	16.0	24.9
Yeast eIF2B mutant toxicity	-18.2	nt	nt	nt	19.0	12.5

49. Cc1ccc(-c2nnc(SCc3ccc(C#N)cc3)n2Cc2ccco2)cc1
50. Cc1nnc(Sc2nc3c(c(=O)n(C)c(=O)n3C)n2Cc2ccccc2Cl)s1
51. CCc1ccc(NC(=O)CSC2=C(C#N)C(c3ccco3)C3=C(CCCC3=O)N2)cc1 (stereo not drawn)
52. O=C(CN1C(=O)CSc2ccccc21)NC1CCCC1
53. O=C(CSC1=Nc2ccccc2C2=NC(c3ccccc3)C(=O)N12)NC1CCCCC1 (stereo not drawn)
54. O=S(Cc1ccc(Cl)cc1)CC(O)COCc1ccc(Cl)cc1 (stereo not drawn)

Assay by compound	49	50	51	52	53	54
Yeast growth tox	-0.7	nt	-11.7	-10.9	-4.2	9.5
Yeast growth tox inhibition %	-13.6	nt	-20.7	-40.9	12.5	-20.8
Yeast eIF2B	11.1	-25.7	28.4	22.6	nt	15.4
Yeast eIF2B mutant toxicity	-13.6	nt	-20.7	-40.9	nt	-20.8

55. FC(F)(F)c1cnc(-n2cc[nH]c2=S)c(Cl)c1
56. Cn1cnc(S(=O)(=O)NCc2ccccc2)c1
57. Cc1nc2ncnn2c(N2CCN(C(=O)c3cccc(F)c3)CC2)c1C
58. CCOc1ccc(-c2nn(-c3ccccc3)cc2/C=C2\SC(=S)N(C3CCS(=O)(=O)C3)C2=O)cc1 (stereo not drawn)
59. CCCOc1ccc2oc(=O)c3c(c2c1)CCCN3C(=O)CN1CCN(C(=O)c2ccco2)CC1
60. Nc1nncn1C(=O)c1c(Cl)cccc1Cl

Assay by compound	55	56	57	58	59	60
Yeast growth tox	10.4	13.5	13.2	-10.7	-4.0	-12.5
Yeast growth tox inhibition %	3.3	8.8	-7.7	-2.6	3.7	-3.3
Yeast eIF2B	5.4	19.7	-31.7	nt	-6.7	23.7
Yeast eIF2B mutant toxicity	3.3	8.8	-7.7	nt	3.7	-3.3

# 13 neighbouring compounds already listed, quoted:
45. CCn1c(SCC(=O)NCc2ccccc2)nnc1-c1ccccc1O
46. Oc1ccccc1CNc1ccc(Br)cn1
47. CC(C)(C)NC(=O)c1ccc(COc2ccccc2Br)o1
48. Cc1ccc(CSc2nnc(-c3cccnc3)o2)cc1
49. Cc1ccc(-c2nnc(SCc3ccc(C#N)cc3)n2Cc2ccco2)cc1
50. Cc1nnc(Sc2nc3c(c(=O)n(C)c(=O)n3C)n2Cc2ccccc2Cl)s1
51. CCc1ccc(NC(=O)CSC2=C(C#N)C(c3ccco3)C3=C(CCCC3=O)N2)cc1 (stereo not drawn)
52. O=C(CN1C(=O)CSc2ccccc21)NC1CCCC1

Assay by compound	45	46	47	48	49	50	51	52
Yeast growth tox	9.0	36.5	0.4	8.6	-0.7	nt	-11.7	-10.9
Yeast growth tox inhibition %	-26.7	0.0	19.0	12.5	-13.6	nt	-20.7	-40.9
Yeast eIF2B	nt	2.0	16.0	24.9	11.1	-25.7	28.4	22.6
Yeast eIF2B mutant toxicity	nt	nt	19.0	12.5	-13.6	nt	-20.7	-40.9

53. O=C(CSC1=Nc2ccccc2C2=NC(c3ccccc3)C(=O)N12)NC1CCCCC1 (stereo not drawn)
54. O=S(Cc1ccc(Cl)cc1)CC(O)COCc1ccc(Cl)cc1 (stereo not drawn)
55. FC(F)(F)c1cnc(-n2cc[nH]c2=S)c(Cl)c1
56. Cn1cnc(S(=O)(=O)NCc2ccccc2)c1
57. Cc1nc2ncnn2c(N2CCN(C(=O)c3cccc(F)c3)CC2)c1C

Assay by compound	53	54	55	56	57
Yeast growth tox	-4.2	9.5	10.4	13.5	13.2
Yeast growth tox inhibition %	12.5	-20.8	3.3	8.8	-7.7
Yeast eIF2B	nt	15.4	5.4	19.7	-31.7
Yeast eIF2B mutant toxicity	nt	-20.8	3.3	8.8	-7.7

# Next entries:
61. COc1c2c(nc3occc13)C(CC=C(C)C)(OC)C(O)CC2 (stereo not drawn)
62. Cc1ccc(C)c(OCCCC(=O)O)c1
63. O=C(Cc1n[nH]c(=O)c2ccccc12)Nc1ccc(-c2nnc3n2CCCCC3)cc1
64. CCCCOCCCNC(=O)CCCOc1ccccc1
65. COc1ccc2c(c1OC)C(=O)N(c1nccs1)C2
66. CCC(=O)NC(C)c1nc2ccccc2n1C (stereo not drawn)

Assay by compound	61	62	63	64	65	66
Yeast growth tox	-6.3	-11.4	23.5	5.0	nt	1.7
Yeast growth tox inhibition %	4.2	3.9	8.8	15.0	nt	-28.6
Yeast eIF2B	21.2	26.9	14.8	13.4	0.0	18.5
Yeast eIF2B mutant toxicity	4.2	3.9	8.8	15.0	nt	-28.6

67. Cc1nc(N2CCN(C)CC2)[nH]c(=O)c1Cc1cccc2ccccc12
68. O=c1c2[nH]c3cccc(Cl)c3c2ncn1Cc1ccncc1
69. Cc1ccc(-c2nn3nnnc3c3ccccc23)cc1C
70. CCCCC(c1nnnn1C1CCCC1)N1CCN(C(=O)c2ccco2)CC1 (stereo not drawn)
71. O=C(NCC(=O)N(c1ccc2c(c1)OCO2)C(C(=O)NC1CCCC1)c1ccncc1)c1ccco1 (stereo not drawn)
72. CC1CCCC(C)N1C(=O)CN1CCN(c2nc(-c3ccc(F)cc3)cs2)CC1 (stereo not drawn)

Assay by compound	67	68	69	70	71	72
Yeast growth tox	17.0	-13.2	-13.2	-5.4	1.7	-16.6
Yeast growth tox inhibition %	12.0	3.7	-47.6	10.3	14.8	-3.9
Yeast eIF2B	23.3	6.1	-5.8	15.0	21.9	4.8
Yeast eIF2B mutant toxicity	12.0	3.7	-47.6	10.3	14.8	-3.9

73. CCOc1ccc(-n2c(=O)c3c(C)c(C)sc3n(CC(=O)NCc3ccco3)c2=O)cc1
74. O=C(Nc1ccc(N2CCOCC2)cc1)C1CC1
75. CCCc1cc(Nc2ccccc2OCC)n2ncnc2n1
76. CN(C)c1cc(=O)n2c(n1)SCCC2
77. Cn1c(SCC(=O)Nc2ccccc2F)nnc1-c1cc2ccccc2o1
78. CCOC(=O)CCn1nnc(N)n1

Assay by compound	73	74	75	76	77	78
Yeast growth tox	-21.0	-8.9	21.7	25.4	-28.9	21.6
Yeast growth tox inhibition %	-16.7	10.3	4.5	23.7	-20.5	7.1
Yeast eIF2B	18.2	15.5	-6.4	nt	nt	25.6
Yeast eIF2B mutant toxicity	-16.7	10.3	4.5	nt	nt	7.1

# Some of the compounds tested; rates above refer to the full screens.
